Source: PubChem (National Center for Advancing Translational Sciences (NCATS))
D2 antag = antagonists of human D2 dopamine receptor; P14416; HEK293 TREx D2 cells, calcium flux, dopamine EC80; inhibition, % at 10 µM; 2% of 340,000 active; AID 485344; in the data active = inhibition above about 30%; note: 0% is about no effect
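Inhibition of EC80 dopamine-driven calcium flux, recorded kinetically, defines activity here; cells are a tetracycline-induced HEK293 T-REx line expressing force-coupled D2.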
TrxR1 substrate = substrates of rat thioredoxin reductase 1; O89049; purified TrxR1 substrate turnover, NADPH consumption readout; Potency, µM (highest dose often 114 µM), without a hit: at the highest dose activity change, negative = substrate turnover; 0.01% of 390,000 active; note: potency is the fitted concentration of half-maximal effect; % is set by controls: 0 for no effect and ±100 for the full control effect; nearly all actives have a fitted effect of over 50% in size
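Rat TrxR1, dispensed at 90 nM, was prereduced with 400 uM NADPH (final) for 5 min at ~22 deg C, then incubated with compound 15 min before 400 uM selenite. A first-read NADPH fluorescence drop versus no-compound background flagged substrates.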
D2 agonist = agonists of human D2 dopamine receptor | P14416 | HEK293 T-REx D2 cells, calcium flux agonist mode | 0.53% of 340,000 active | activation, % at 2 µM | AID 485358;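 active = activation over 3 SD above normal in the single-dose calcium agonist read, cut at about 30% in these data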; note: 0% is about no effect
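Agonism is scored from calcium flux in a force-coupled, inducible HEK293 cell line expressing D2, read kinetically for 180 s after compound addition against dopamine controls.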
USP1-UAF1 inh = inhibitors of human USP1/UAF1 deubiquitinase. 0.23% of 390,000 active. Potency, µM (titrated, usually from 57.1 µM), for inactives: at the highest dose activity change, negative = inhibition, usual class: inhibitors. O94782. recombinant USP1/UAF1, Ub-Rhodamine cleavage fluorescence; note: potency is the fitted concentration of half-maximal effect; % is set by controls: 0 for no effect and ±100 for the full control effect; nearly all actives have a fitted effect of over 60% in size; inactives centre near -12
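Step one: compound is pinned into 1nM USP1/UAF1 in HEPES pH 7.8 buffer with TCEP. Step two: 15 min room-temperature incubation. Step three: Ub-Rho (150nM final) starts cleavage, tracked by fluorescence over six one-minute reads.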
TrxR1 inh = inhibitors of rat thioredoxin reductase 1; O89049; recombinant rTrxR1, NADPH fluorescence consumption, selenite substrate; Potency, µM (titrated, usually from 114 µM), for inactives: at the highest dose activity change, negative = inhibition, most hits filed as inhibitors; 1% of 390,000 active; note: potency is the fitted concentration of half-maximal effect; % is set by controls: 0 for no effect and ±100 for the full control effect; nearly all actives have a fitted effect of over 65% in size
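Rat TrxR1 (90 nM in the dispensed reagent) was pre-reduced with 400 uM NADPH for 5 min at room temperature, then incubated with compound for 15 min. After 400 uM selenite was added, NADPH fluorescence (Ex 340/Em 450 nm) was followed for 8 min.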
TRHR ag = activates the human TRH receptor; P34981; TRHR cells, calcium flux fluo-8, FDSS agonist mode; activation, % at 2 µM; 0.18% of 360,000 active; AID 493084; in the data active = activation above about 30%; note: 0% is about no effect
Target sequence (P34981 whole entry, looked up): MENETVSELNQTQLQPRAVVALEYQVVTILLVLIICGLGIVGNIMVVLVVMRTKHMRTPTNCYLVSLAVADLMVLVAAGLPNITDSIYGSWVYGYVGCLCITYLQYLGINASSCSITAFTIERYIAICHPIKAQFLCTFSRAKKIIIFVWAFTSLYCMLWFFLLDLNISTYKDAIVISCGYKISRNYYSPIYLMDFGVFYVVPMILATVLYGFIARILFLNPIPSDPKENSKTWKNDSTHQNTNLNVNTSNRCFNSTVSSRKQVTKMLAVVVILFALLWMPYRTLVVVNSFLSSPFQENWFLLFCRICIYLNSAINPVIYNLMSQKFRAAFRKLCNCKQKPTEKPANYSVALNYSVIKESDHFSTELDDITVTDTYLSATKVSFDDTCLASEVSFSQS
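Steps: seed TRHR cells overnight; add fluo-8 no-wash Ca dye, RT 30 min–1.5 h; record 10 s baseline; pin-transfer compounds; monitor fluorescence 1 cycle/s for the agonist window. Calcium increases flag candidate agonists.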
IDH1 R132H inh = blocks human mutant IDH1 R132H enzyme; O75874; 0.093% of 390,000 active; Potency, µM (top dose mostly 76.6 µM), inactives show top-dose activity change, negative = inhibition, most hits filed as inhibitors; AID 602179; IDH1-R132H enzyme, NADPH consumption, diaphorase/resazurin fluorescence; note: potency is the fitted concentration of half-maximal effect; % is set by controls: 0 for no effect and ±100 for the full control effect; nearly all actives have a fitted effect of over 65% in size
Target sequence (O75874 whole entry R132H, stated change not applied): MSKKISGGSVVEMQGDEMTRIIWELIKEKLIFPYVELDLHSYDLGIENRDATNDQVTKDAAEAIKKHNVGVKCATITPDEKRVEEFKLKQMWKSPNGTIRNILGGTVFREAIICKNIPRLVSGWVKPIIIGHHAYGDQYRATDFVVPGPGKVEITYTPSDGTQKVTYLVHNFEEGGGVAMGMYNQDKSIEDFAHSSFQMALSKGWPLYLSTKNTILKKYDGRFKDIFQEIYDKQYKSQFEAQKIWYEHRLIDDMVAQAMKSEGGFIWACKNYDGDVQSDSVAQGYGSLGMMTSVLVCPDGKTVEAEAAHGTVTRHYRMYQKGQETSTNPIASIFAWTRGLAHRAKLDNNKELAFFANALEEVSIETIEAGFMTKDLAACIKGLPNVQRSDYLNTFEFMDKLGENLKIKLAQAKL
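IDH1-R132H (0.5 ug/mL dispensed) in pH 7.5 Tris buffer was preincubated 30 min with compound, then given a substrate mix of 0.016 mM NADPH and 2 mM alpha-KG for 80 min at room temperature; remaining NADPH was read by diaphorase/resazurin fluorescence.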
TRHR PAM = allosteric enhancers of human TRH receptor. P34981. TRHR cells, fluo-8 calcium fluorescence, EC20 TRH enhancement. enhancement, % at 2 µM. 0.66% of 360,000 active; in the data active = enhancement above about 30%; note: 0% is about no effect
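Enhancer read-out: after compound pinning and an initial kinetic agonist-mode read, an EC20 of TRH (10 nM final) was injected and fluo-8 calcium signal (Ex 480/Em 530) followed at 1 s/cycle for 100 cycles in TRHR-expressing cells.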
Pin1 inh = inhibitors of human Pin1; Q13526; Pin1 FP peptide displacement, HiFluor488, 10 min; Potency, µM (top dose mostly 115 µM), for the others: at the highest dose activity, negative = inhibition, actives largely listed as inhibitors; 0.009% of 390,000 active; active = well fitted inhibition curve with a large enough effect in the polarisation, with a control signal flat, not every such curve was filed as active; inconclusive = small, poorly fitted or top-dose-only effect, or effect the other way, or a change in a side signal; inactive = no such curve, though single readings can be large or run the other way; the % refers to the polarisation; note: potency is the fitted concentration of half-maximal effect; % is set by controls: 0 for no effect and ±100 for the full control effect
Target sequence (Q13526 whole entry, looked up): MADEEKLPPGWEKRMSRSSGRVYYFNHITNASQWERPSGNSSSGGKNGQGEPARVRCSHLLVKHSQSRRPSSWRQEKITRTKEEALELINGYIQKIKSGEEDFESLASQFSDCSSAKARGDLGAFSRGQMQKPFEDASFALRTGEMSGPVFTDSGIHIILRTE
* marks the source's active call; other numbers are inactive results; u = inconclusive; x = not tested or not shown; [ ] = another dose, or the depositor's remark. Unless noted, calls come from the whole dose curve; as a rule, active = well fitted inhibition curve with a large enough effect; inconclusive = small, poorly fitted or top-dose-only effect; inactive = no such curve, though single readings can be large or run the other way.

SMILES	D2 antag	TrxR1 substrate	D2 agonist	USP1-UAF1 inh	TrxR1 inh	TRHR ag	IDH1 R132H inh	TRHR PAM	Pin1 inh
CC(=O)N1c2ccc(S(=O)(=O)NCCC(=O)Nc3ccc(C)cc3Br)cc2CC1C (stereo unspecified)	x	-3%	-0.2	-15%	1%	-0.6	11%	-1	0%
Cc1ccc(Oc2ncccc2N)c2c1CCC2	29	5%	-0.7	u	14%[57.1 µM]	-0.9	1%	1	-3%
COc1cc(Cl)c(C)cc1NC(=O)CSc1nnc(CN2CCCC2)o1	x	1%	x	-16%	34%	x	-4%	x	1%
C/C(=N\NC(=S)NC(C)C)c1ccc(Cl)s1	-7	-4%	-1.1	-4%	4%	-1.0	3%	-2	0%
Cc1ccc(S(=O)(=O)NCc2ccccc2)cc1C(=O)N1CCCC(C(F)(F)F)C1 (stereo unspecified)	-14	-1%	0.5	-20%	13%	-0.4	1%	-1	6%
Cc1ccc(NC(=S)N/N=C2\CCCCC2C)cc1 (stereo unspecified)	0	1%[57.1 µM]	-0.2	-16%	u	-0.7	5%	-4	5%
Cc1cccc(N2C(=O)CSC23C(=O)N(CC(=O)NCc2ccccc2Cl)c2ccccc23)c1 (stereo unspecified)	x	-13%	0.4	-32%	-17%	-2.2	9%	3	10%
CCCCOc1ccc(C(=O)OCC(=O)NC2CCCC2)cc1	-8	9%[57.1 µM]	0.6	-8%	2%[57.1 µM]	0.0	3%	5	3%
CCN(CC)S(=O)(=O)c1cc(Cl)ccc1OC	-8	-4%[57.1 µM]	0.3	-21%	-8%[57.1 µM]	0.3	0%	-3	0%
CCOC(=O)N1CCN(C(=O)CCSc2ccc(Cl)cc2)CC1	-14	2%	-1.8	-17%	11%	-0.6	6%	-1	2%
Cc1n[nH]c(=O)c2c(NC(=O)COC(=O)/C=C/c3cccc(C(F)(F)F)c3)oc(C)c12	-11	-7%	1.7	-21%	-17%	-1.4	7%	4	-9%
COc1ccc(OCc2nn3c(Cn4cnc5ccccc54)nnc3s2)cc1	-3	2%	0.6	0%	-2%	0.2	6%	-4	u
CCCCOc1ccc(Cn2c(=O)sc3ccccc32)cc1	x	5%	0.9	0%	27%	1.4	-16%	2	38%[activator]
C=CCCC1(C)C(=O)N(c2ccccc2)c2ccccc21 (stereo unspecified)	4	-11%	-5.9	-9%	-10%	0.4	8%	-8	2%
Cc1cc(C)c2cc3c(N)c(C(=O)Nc4c(C)[nH]c(=O)[nH]c4=O)sc3nc2c1	-19	6%	-1.9	u	-24%	-1.0	7%	5	u
CCN1C(=O)C(CC(=O)Nc2ccc(OC)cc2)N(Cc2cccnc2)C1=S (stereo unspecified)	1	10%[57.1 µM]	0.2	-10%	3%[57.1 µM]	0.3	10%	3	0%
Brc1cccc(OCCCN2CCCCCC2)c1	14	0%	0.0	-18%	23%	-2.6	7%	9	-7%
CCOc1ccc(N(C(=O)CC(C)C)S(=O)(=O)c2ccc3c(c2)oc(=O)n3C)cc1	x	-5%	0.7	-32%	5%	4.2	x	-4	u
CN(Cc1cn(C)c2ccccc12)C(=S)Nc1cc(F)cc(F)c1	-10	-9%	0.7	-19%	-12%	-0.2	5%	1	8%
COc1ccc2c(c1)C1(C)CC(C)(C)N2C(=O)N1c1ccccc1 (stereo unspecified)	-4	13%[57.1 µM]	-0.1	-30%	-1%[57.1 µM]	-0.3	15%	19	0%
O=C(COC(=O)c1nc(Cl)ccc1Cl)Nc1ncc(Cl)cc1Cl	18	-4%	0.2	-20%	-4%	-0.5	4%	-2	-8%
Cc1ccc(NC(=O)c2sc3ncnc(N(C)C4CCCCC4)c3c2C)cc1	x	-5%[57.1 µM]	1.8	u	-6%[57.1 µM]	-0.2	-2%	2	36%[activator]
Cc1cccn2c(=O)c3cc(C(=O)N4CCCCC4)sc3nc12	23	38%[activator][57.1 µM]	-0.6	-16%	20%[57.1 µM]	0.0	3%	-10	-5%
CCc1ccc(N2CCn3c2nc2c3c(=O)n(Cc3c(F)cccc3Cl)c(=O)n2C)cc1	x	7%[11.4 µM]	-0.4	-17%	46%[11.4 µM]	0.4	-12%	-6	14%
Cc1cc(NC(=S)N(Cc2ccc(Br)cc2)Cc2ccc(C(=O)O)cc2)ccc1Cl	2	5%[57.1 µM]	-0.1	-8%	30%[57.1 µM]	-0.3	-28%	9	u

Single entries from the entries so far.
Cc1ccc(Oc2ncccc2N)c2c1CCC2 in D2 antag is listed with 29
C/C(=N\NC(=S)NC(C)C)c1ccc(Cl)s1 in D2 antag is listed with -7

Continued:
SMILES	D2 antag	TrxR1 substrate	D2 agonist	USP1-UAF1 inh	TrxR1 inh	TRHR ag	IDH1 R132H inh	TRHR PAM	Pin1 inh
Cc1ccccc1OCC(=O)NNC(=O)CCN1C(=O)c2ccccc2C1=O	5	-8%	0.2	-17%	-15%	-0.3	-11%	-3	0%
CC(=O)c1ccc(-n2c(-c3cc(-c4ccsc4)n[nH]3)n[nH]c2=S)cc1	-8	-7%	0.5	-15%	u	-0.1	3%	-4	-7%
CCCCNC1C(CC)C(CCC)C(C#N)(C#N)C1(C#N)C#N (stereo unspecified)	x	-7%	x	-17%	-18%	0.4	4%	1	18%
Cc1c(NS(C)(=O)=O)cccc1-c1nc2cccnc2s1	-18	-11%	-0.5	-10%	-7%	-1.2	-1%	4	1%
CCSCCOC(=O)C1=C(C)NC(=O)NC1c1ccccc1 (stereo unspecified)	-9	1%	-0.8	-4%	12%	-0.2	-2%	1	-4%
COC(=O)CC1=NN(c2nc3ccccc3s2)C(=O)/C1=C/N(C)C	-11	-4%	0.2	-7%	13%	0.2	-1%	5	11%
CCOC(=O)c1ccccc1NC(=O)c1ccccc1NS(C)(=O)=O	0	-11%	0.0	-7%	17%[57.1 µM]	-0.7	2%	0	3%
CC(C)Nc1nc(NC(C)C)nc(N(C)n2cnnc2)n1	-6	-12%	-0.5	-5%	-13%	0.1	-2%	1	-1%
O=C(c1ccc2c(=O)n(Cc3ccc(Cl)cc3)c(=S)[nH]c2c1)N1CCOCC1	-3	-8%	-0.1	-11%	1%	0.3	-10%	-4	-1%
COc1ccc(C)cc1NC(=O)CCS(=O)(=O)c1cc2c(cc1Cl)NC(=O)CO2	16	-3%	-0.1	-17%	-13%	-0.3	5%	11	-2%
O=C(Nc1ccccc1)c1nn(-c2cccc(C(F)(F)F)c2)ccc1=O	-2	4%	-1.3	-15%	32%	-0.2	6%	-2	-11%
N#CCCN1CCN(C(CNS(=O)(=O)c2ccc(Cl)cc2)c2ccccc2)CC1 (stereo unspecified)	15	4%	-0.9	-8%	17%	-0.2	-1%	0	-1%
CCn1cc(CN2CCC(n3nccc3NC(=O)C3CCCC3)CC2)c(C)n1	-3	7%	0.5	-5%	17%	0.0	0%	0	-1%
COC(=O)c1cc(C)cc(=O)o1	x	4%	x	-5%	9%	0.6	5%	-1	-12%
CCOC(=O)c1nn(-c2ccc(Cl)cc2Cl)c(=N)c(C#N)c1C	7	x	2.4	x	x	5.2	x	-2	x
O=C(O)c1cc([N+](=O)[O-])c(NCc2cccnc2)c([N+](=O)[O-])c1	11	-21%	21	-5%	u	0.7	0%	4	-6%
COc1ccc(C2C(C(=O)N3CCCCC3)CC(=O)N2c2ccc(OC)cc2)cc1 (stereo unspecified)	5	2%	-1.6	-19%	0%	-0.2	1%	13	-2%
COc1ccc(OC)c(C2C(C#N)=C(N)Oc3cc(C)[nH]c(=O)c32)c1 (stereo unspecified)	-7	16%[57.1 µM]	-0.8	-6%	7%[57.1 µM]	-0.5	2%	0	-4%

6 compounds already listed, ordered by the value under USP1-UAF1 inh, highest first.
smiles | D2 antag | TrxR1 substrate | USP1-UAF1 inh | TrxR1 inh | IDH1 R132H inh | TRHR PAM | Pin1 inh
CCSCCOC(=O)C1=C(C)NC(=O)NC1c1ccccc1 (stereo unspecified) | -9 | 1% | -4% | 12% | -2% | 1 | -4%
CCn1cc(CN2CCC(n3nccc3NC(=O)C3CCCC3)CC2)c(C)n1 | -3 | 7% | -5% | 17% | 0% | 0 | -1%
COc1ccc(OC)c(C2C(C#N)=C(N)Oc3cc(C)[nH]c(=O)c32)c1 (stereo unspecified) | -7 | 16%[57.1 µM] | -6% | 7%[57.1 µM] | 2% | 0 | -4%
CCOC(=O)c1ccccc1NC(=O)c1ccccc1NS(C)(=O)=O | 0 | -11% | -7% | 17%[57.1 µM] | 2% | 0 | 3%
CC(=O)c1ccc(-n2c(-c3cc(-c4ccsc4)n[nH]3)n[nH]c2=S)cc1 | -8 | -7% | -15% | u | 3% | -4 | -7%
COc1ccc(C)cc1NC(=O)CCS(=O)(=O)c1cc2c(cc1Cl)NC(=O)CO2 | 16 | -3% | -17% | -13% | 5% | 11 | -2%

Of the compounds above, these contain a cyano group:
SMILES	D2 antag	TrxR1 substrate	D2 agonist	USP1-UAF1 inh	TrxR1 inh	TRHR ag	IDH1 R132H inh	TRHR PAM	Pin1 inh
CCCCNC1C(CC)C(CCC)C(C#N)(C#N)C1(C#N)C#N (stereo unspecified)	x	-7%	x	-17%	-18%	0.4	4%	1	18%
N#CCCN1CCN(C(CNS(=O)(=O)c2ccc(Cl)cc2)c2ccccc2)CC1 (stereo unspecified)	15	4%	-0.9	-8%	17%	-0.2	-1%	0	-1%
CCOC(=O)c1nn(-c2ccc(Cl)cc2Cl)c(=N)c(C#N)c1C	7	x	2.4	x	x	5.2	x	-2	x
COc1ccc(OC)c(C2C(C#N)=C(N)Oc3cc(C)[nH]c(=O)c32)c1 (stereo unspecified)	-7	16%[57.1 µM]	-0.8	-6%	7%[57.1 µM]	-0.5	2%	0	-4%

These rows are one share of the data. The share of hits here may be higher or lower than overall.
